HSF1 inh: HSF1 inhibition. AID 2098. activity change, negative = inhibition, % at 7.5 µM (by protocol). actives 0.77% (n = 300,000). NIH3T3-HGL HSE-luciferase, MG132-induced, luminescence 8 h; hits give low values;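 active means more than half of replicate wells show activity change below -50%, luminescence cut by over half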;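 further: luciferase reports HSF-1 transcriptional activity via heat shock element; 0% = median of DMSO wells and -100% = zero luminescence signal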
IEC-6 tox: kills IEC-6 intestinal cells in KLF5 counter-screen. IEC-6 cytotoxicity, luminescence viability. inhibition, % at 5 µM. actives 0.78% (n = 290,000). AID 1825; in the data active means inhibition above about 22%;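 further: 0% = plate median of test compound wells and 100% = cytotoxic reference compound wells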
HDAC3 inhib: inhibitors of human histone deacetylase 3. inhibition, % at 8.3 µM. actives 0.15% (n = 320,000). recombinant HDAC3, fluorogenic peptide/trypsin coupled, fluorescence. O15379. AID 2718; in the data active means inhibition above about 26%, passing the limit was not always enough
Target sequence (O15379 whole entry, looked up): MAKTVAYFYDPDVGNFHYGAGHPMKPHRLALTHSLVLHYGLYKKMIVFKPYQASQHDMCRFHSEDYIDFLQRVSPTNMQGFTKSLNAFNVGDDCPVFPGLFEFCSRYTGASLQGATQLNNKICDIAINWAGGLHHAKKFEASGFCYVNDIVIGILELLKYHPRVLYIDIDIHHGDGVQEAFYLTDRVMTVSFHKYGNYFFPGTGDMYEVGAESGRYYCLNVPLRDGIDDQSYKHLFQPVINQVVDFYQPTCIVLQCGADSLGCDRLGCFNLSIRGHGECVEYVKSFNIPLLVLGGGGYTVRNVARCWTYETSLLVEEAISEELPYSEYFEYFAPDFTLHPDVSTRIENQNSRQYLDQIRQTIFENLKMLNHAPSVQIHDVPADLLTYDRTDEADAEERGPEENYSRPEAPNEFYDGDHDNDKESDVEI
aSyn 5UTR inh: MLPCN primary screen, SNCA 5' untranslated region; alpha-synuclein 5'UTR reporter, inhibitor activity; inhibition, % (tested at 7.5 µM); actives 0.82% (n = 300,000); in the data active means inhibition above about 60%;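 further: H4 neuroglioblastoma cells stably carrying SNCA 5'UTR luciferase fusion; 0% = DMSO wells and 100% = positive control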
HSF1 activator: increases HSF-1 driven luciferase reporter signal. actives 1.7% (n = 300,000). NIH3T3-HGL HSF-1 luciferase reporter, MG132, 8 h; 100% = twice DMSO control signal. AID 504408. activation, % at 9 µM;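 active means mean replicate activation of at least 50% with a set share of replicates each reaching 50%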;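 further: 0% = median of the neutral control wells and 100% = twice that signal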
KLF5 inh: kruppel-like factor 5 inhibition; DLD-1 KLF5 promoter-luciferase reporter, luminescence; inhibition, % at 5 µM; actives 0.23% (n = 290,000); AID 1700;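 active means inhibition above a per-plate limit of that plate's mean compound inhibition plus 3 SD, cut at about 60% in these data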;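 further: 0% = DMSO wells and 100% = LY294002 at 200 µM; higher means less KLF5 promoter-driven luciferase light; inactives centre near -14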
Platelet DG rel: platelet dense granule release activity | actives 0.22% (n = 300,000) | AID 1663 | human platelet-rich plasma, SFLLRN dense granule ATP release, luminescence | inhibition, %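 (compounds screened at 7.5 µM in platelet-rich plasma)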;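 active means mean replicate score, as percent of positive control, at or above 50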
HSP90 inh: inhibitors of HSP90 luciferase refolding in rabbit reticulocyte lysate. luciferase refolding luminescence, 3 h. inhibition, % at 5.6 µM. actives 0.91% (n = 290,000);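 active means inhibition above the screen-wide mean plus 3 SD, computed separately per campaign, cut at about 16% in these data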;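 further: 0% = DMSO wells and 100% = 60 µM geldanamycin wells; inhibitors lower the luminescence because luciferase stays unfolded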
HIF activator: HIF pathway transcriptional activation; actives 0.32% (n = 300,000); U2OS HRE-luciferase reporter, luminescence; normalized: DMSO 0%, desferrioxamine 100%; activation, % at 7.5 µM (by protocol);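 active means mean activation of at least 10% of the iron chelator positive control signal, with at least half of replicates also reaching 10%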
AI-2 QS mod: Vibrio harveyi AI-2 quorum sensing modulation. Vibrio harveyi JMH597 AI-2 luminescence/OD600 ratio, 9 h; hits give low values; strain lacks LuxN and CqsS sensors; 0 = neutral-control median. activity change, % at 7.5 µM. actives 0.4% (n = 300,000); in the data active means activity change below about -75%, passing the limit was not always enough;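 further: luminescence divided by OD600 gain over 9 h not by final OD600 alone; inactives centre near 13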
Numbers without * were called inactive.

`CC(C)CNC(=S)NC1CC2CCCC(C1)N2C1CCCCC1` (stereo not drawn) gave HSF1 inh 2, IEC-6 tox 0, aSyn 5UTR inh -107, HSF1 activator 27, KLF5 inh -27, Platelet DG rel -1, HSP90 inh -1, HIF activator 2.2 and AI-2 QS mod 14.
Screening O=C(O)CNC(=S)N(Cc1ccco1)Cc1ccccc1Cl returned HSF1 inh -8, IEC-6 tox -1, HDAC3 inhib -1, aSyn 5UTR inh 0, HSF1 activator 6, KLF5 inh -7, Platelet DG rel 5, HSP90 inh -1, HIF activator 1.9 and AI-2 QS mod 41.
Screening COc1ccccc1C(=O)Nc1cccc(C(=O)c2ccccc2)c1 returned HSF1 inh 10, IEC-6 tox 6, HDAC3 inhib 3, aSyn 5UTR inh -16, HSF1 activator 19, KLF5 inh -25, Platelet DG rel 4, HSP90 inh -2, HIF activator 1.2 and AI-2 QS mod -1.
`COc1ccc(NC(=O)O/N=C2/CCCc3ccc(OC)cc32)cc1` gave HSF1 inh -11, IEC-6 tox -2, HDAC3 inhib 3, aSyn 5UTR inh -52, HSF1 activator -19, KLF5 inh -17, Platelet DG rel 2, HSP90 inh -1, HIF activator 0.1 and AI-2 QS mod 19.
For Cc1cccc(/C(N)=N/OC(=O)CCCN2C(=O)c3ccccc3C2=O)c1 the results were HSF1 inh 3, IEC-6 tox 3, HDAC3 inhib -6, aSyn 5UTR inh 2, HSF1 activator 14, KLF5 inh -41, Platelet DG rel 3, HSP90 inh 2, HIF activator 0.1 and AI-2 QS mod 9.
For Cc1ccc(C(=O)CSC2=C(C#N)C(c3ccco3)C3=C(CCCC3=O)N2)cc1 (stereo not drawn) the results were HSF1 inh 16, IEC-6 tox 45*, HDAC3 inhib 4, aSyn 5UTR inh 38, HSF1 activator 27, KLF5 inh 4, Platelet DG rel 1, HSP90 inh -1, HIF activator -0.2 and AI-2 QS mod -11.
Screening Cc1ccc(-c2nnc(N3CCN(c4ccccn4)CC3)c3ccccc23)cc1 returned HSF1 inh -14, IEC-6 tox 1, HDAC3 inhib 0, aSyn 5UTR inh 37, HSF1 activator -3, KLF5 inh -20, HSP90 inh 4, HIF activator -0.4 and AI-2 QS mod -6.
Cc1ccc(C)c(NC(=O)C2CCCN(S(=O)(=O)c3cccnc3)C2)c1 (stereo not drawn) was read as HSF1 inh 4, IEC-6 tox -1, HDAC3 inhib 1, aSyn 5UTR inh -10, HSF1 activator -3, KLF5 inh -23, Platelet DG rel 4, HSP90 inh -5, HIF activator 0.4 and AI-2 QS mod 7.
Screening COc1ccc(-n2c3c(cc(C(=O)N4CCCCC4)c2=O)C(=O)CC(C)(C)C3)cc1 returned HSF1 inh -3, IEC-6 tox 12, HDAC3 inhib 4, aSyn 5UTR inh 6, HSF1 activator -5, KLF5 inh -22, Platelet DG rel 3, HSP90 inh 0, HIF activator -0.2 and AI-2 QS mod -17.
For CCOC(=O)Oc1ccc(C(=O)OCCCN(C)C)cc1OC the results were HSF1 inh -2, IEC-6 tox 8, HDAC3 inhib -3, aSyn 5UTR inh 5, HSF1 activator 6, KLF5 inh 7, Platelet DG rel 2, HSP90 inh 0, HIF activator -22 and AI-2 QS mod 14.
O=[N+]([O-])c1ccc(Cl)c(S(=O)(=O)n2ccnc2)c1 was read as HSF1 inh 2, IEC-6 tox -4, HDAC3 inhib -1, aSyn 5UTR inh 13, HSF1 activator -4, KLF5 inh -9, Platelet DG rel -2, HSP90 inh -8, HIF activator 0.0 and AI-2 QS mod 5.
For Cc1ccccc1Oc1ccc(Oc2ccccc2C)nn1 the results were HSF1 inh 10, IEC-6 tox -1, HDAC3 inhib 0, aSyn 5UTR inh -136, HSF1 activator 14, KLF5 inh -60, Platelet DG rel -6, HSP90 inh 3, HIF activator 3.3 and AI-2 QS mod 20.
`CCOC(=O)c1cc2occc2n1CC(=O)NC1CCCCC1C` (stereo not drawn) gave HSF1 inh -3, IEC-6 tox 0, HDAC3 inhib 0, aSyn 5UTR inh 24, HSF1 activator -21, KLF5 inh -13, Platelet DG rel 0, HSP90 inh -1, HIF activator -0.1 and AI-2 QS mod 14.
`CC(C)c1cc(Br)ccc1OCCCN1C(=O)NC(C)(C)C1=O` gave HSF1 inh 10, IEC-6 tox 0, HDAC3 inhib 5, aSyn 5UTR inh 18, HSF1 activator 14, KLF5 inh -33, Platelet DG rel -3, HSP90 inh 5, HIF activator -0.2 and AI-2 QS mod 27.
`CCOC(=O)CN1C(=O)NC(C)(c2ccc(OC(F)F)cc2)C1=O` (stereo not drawn) gave HSF1 inh 9, IEC-6 tox 4, HDAC3 inhib 2, aSyn 5UTR inh -1, HSF1 activator 24, KLF5 inh 17, Platelet DG rel 3, HSP90 inh 0, HIF activator -0.1 and AI-2 QS mod 18.
`Cc1ccc(S(=O)(=O)N(C)C)cc1NC(=S)NNC(=O)C1CC1` gave HSF1 inh -5, IEC-6 tox -3, aSyn 5UTR inh 9, HSF1 activator 14, KLF5 inh -12, Platelet DG rel -4, HSP90 inh -6, HIF activator 0.0 and AI-2 QS mod 32.
For Cc1cccc(NC(=O)c2cccc(NS(=O)(=O)c3ccc(Cl)cc3)c2)c1 the results were IEC-6 tox 0, HDAC3 inhib 7, KLF5 inh -36, HSP90 inh -4 and AI-2 QS mod 37.
For COc1ccc(/C=N/c2oc(-c3ccccc3)cc2C#N)cc1 the results were HSF1 inh -1, IEC-6 tox -5, HDAC3 inhib -7, aSyn 5UTR inh 13, HSF1 activator 19, KLF5 inh 3, Platelet DG rel 7, HSP90 inh -2, HIF activator 0.3 and AI-2 QS mod 27.
`CC(C)(CNc1ccc(S(=O)(=O)C(F)(F)F)cc1[N+](=O)[O-])N1CCOCC1` gave HSF1 inh 3, IEC-6 tox 6, HDAC3 inhib -7, aSyn 5UTR inh 0, HSF1 activator 9, KLF5 inh 12, Platelet DG rel 3, HSP90 inh 2, HIF activator -0.1 and AI-2 QS mod 20.
CC(C)(C)CN1CCNC(=O)C1CC(=O)NCCN1CCCc2ccccc21 (stereo not drawn) was read as HSF1 inh 0, IEC-6 tox 2, aSyn 5UTR inh -29, HSF1 activator 1, KLF5 inh -14, Platelet DG rel -3, HSP90 inh 7, HIF activator 0.4 and AI-2 QS mod 11.
`O=C(CSCc1ccccn1)Nc1ccccc1` gave HSF1 inh 16, IEC-6 tox 4, HDAC3 inhib -9, aSyn 5UTR inh -70, HSF1 activator 5, KLF5 inh -17, Platelet DG rel -13, HSP90 inh 1, HIF activator 2.3 and AI-2 QS mod 1.
COc1ccc(CC(=O)NNS(=O)(=O)c2ccc(F)cc2)cc1 was read as HSF1 inh -4, IEC-6 tox -2, HDAC3 inhib 1, aSyn 5UTR inh 10, HSF1 activator -3, KLF5 inh -7, Platelet DG rel -9, HSP90 inh -2, HIF activator 0.2 and AI-2 QS mod 22.
For O=C(O)c1cc(S(=O)(=O)NCc2ccco2)c(Cl)cc1Cl the results were HSF1 inh 0, IEC-6 tox 3, HDAC3 inhib 0, aSyn 5UTR inh -25, HSF1 activator -13, KLF5 inh -12, Platelet DG rel -1, HSP90 inh -2, HIF activator -0.3 and AI-2 QS mod 5.
Screening Cn1nnc(NC(=O)c2ccc([N+](=O)[O-])cc2Cl)n1 returned HSF1 inh -2, IEC-6 tox -3, HDAC3 inhib 8, aSyn 5UTR inh -1, HSF1 activator 6, KLF5 inh -24, Platelet DG rel 0, HSP90 inh -1, HIF activator -0.3 and AI-2 QS mod -15.
COc1ccc(-c2cc(=O)oc3c(C)c(OCC(=O)N[C@@H](Cc4ccc(O)cc4)C(=O)O)ccc23)cc1 was read as HSF1 inh -5, IEC-6 tox 1, HDAC3 inhib 3, aSyn 5UTR inh 3, HSF1 activator 3, KLF5 inh -8, Platelet DG rel -1, HSP90 inh 5, HIF activator -0.1 and AI-2 QS mod 26.
Screening CCOC(=O)COc1nc(-c2ccccc2)cc(-c2ccco2)c1C#N returned HSF1 inh 5, IEC-6 tox -4, HDAC3 inhib -3, aSyn 5UTR inh -1, HSF1 activator 16, KLF5 inh -6, Platelet DG rel 3, HSP90 inh 0, HIF activator 0.1 and AI-2 QS mod 3.
Screening COc1ccc(-c2nnc(SCC(=O)Nc3ccccc3)n2C)cc1 returned HSF1 inh 1, IEC-6 tox -7, HDAC3 inhib 1, aSyn 5UTR inh 10, HSF1 activator 2, KLF5 inh -1, Platelet DG rel -21, HSP90 inh 2, HIF activator 0.2 and AI-2 QS mod 34.
Screening CCN(C(=O)CN(C)Cc1c(F)cccc1Cl)c1c(N)n(Cc2ccccc2)c(=O)[nH]c1=O returned HSF1 inh 0, IEC-6 tox 1, HDAC3 inhib 3, aSyn 5UTR inh 9, HSF1 activator 13, KLF5 inh -41, Platelet DG rel 4, HSP90 inh 1, HIF activator -0.1 and AI-2 QS mod 10.
Screening C/C(=C/CCC(C)[C@H]1CC[C@@]2(C)C3=C(CC[C@]12C)[C@@]1(C)CCC(=O)C(C)(C)[C@@H]1CC3)C(=O)O (stereo partly drawn) returned HSF1 inh -1, IEC-6 tox -1, HDAC3 inhib -5, aSyn 5UTR inh -9, HSF1 activator -12, KLF5 inh 3, Platelet DG rel -9, HSP90 inh 4, HIF activator -2.6 and AI-2 QS mod 19.
Screening COc1ccc(CC(C(=O)Nc2cc(C)ccc2C)/C(N)=N/O)cc1 (stereo not drawn) returned HSF1 inh -2, IEC-6 tox -2, HDAC3 inhib -1, aSyn 5UTR inh 5, HSF1 activator 8, KLF5 inh -14, Platelet DG rel -10, HSP90 inh -2, HIF activator 0.0 and AI-2 QS mod 5.
CCn1c(SCC(=O)Nc2ccc3c(c2)c2ccccc2n3CC)nnc1-c1cnccn1 was read as HSF1 inh 3, IEC-6 tox 4, HDAC3 inhib 12, aSyn 5UTR inh 22, HSF1 activator 15, KLF5 inh -34, Platelet DG rel -1, HSP90 inh 2 and AI-2 QS mod 5.

Arranged by heavy-atom count (largest number first): part of the list above
Screening C/C(=C/CCC(C)[C@H]1CC[C@@]2(C)C3=C(CC[C@]12C)[C@@]1(C)CCC(=O)C(C)(C)[C@@H]1CC3)C(=O)O (stereo partly drawn) returned HSF1 inh -1, IEC-6 tox -1, HDAC3 inhib -5, aSyn 5UTR inh -9, HSF1 activator -12, KLF5 inh 3, Platelet DG rel -9, HSP90 inh 4, HIF activator -2.6 and AI-2 QS mod 19.
Screening CCOC(=O)COc1nc(-c2ccccc2)cc(-c2ccco2)c1C#N returned HSF1 inh 5, IEC-6 tox -4, HDAC3 inhib -3, aSyn 5UTR inh -1, HSF1 activator 16, KLF5 inh -6, Platelet DG rel 3, HSP90 inh 0, HIF activator 0.1 and AI-2 QS mod 3.
`O=C(CSCc1ccccn1)Nc1ccccc1` gave HSF1 inh 16, IEC-6 tox 4, HDAC3 inhib -9, aSyn 5UTR inh -70, HSF1 activator 5, KLF5 inh -17, Platelet DG rel -13, HSP90 inh 1, HIF activator 2.3 and AI-2 QS mod 1.
